Ub-GFP proteasome – inhibits proteasome, raising ubiquitin-GFP reporter fluorescence; Ubiquitin-GFP reporter cells, proteasome inhibition, GFP fluorescence; response scale: untreated = 0%, 10 µM MG-132 = 100%; Potency, µM (highest dose often 45.9 µM), inactives show at the highest dose activation (GFP accumulation), hits mostly activators; 67,000 tested, under 10 active; active = well fitted activation curve with a large enough effect, not every such curve was filed as active; inconclusive = small, poorly fitted or top-dose-only effect, or another doubt; inactive = no such curve, though single readings can be large or run the other way; also: potency is read from the fitted curve at half-maximal effect
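Reporter cells (U2OS, ubiquitin-G76V-GFP fusion) are plated overnight, then treated 4 hr at 37 °C with compound titrations from 46 uM down to 2.9 nM. Activity is scaled against untreated cells and 10 uM MG-132.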
15-hLO inh – inhibitors of human 15-lipoxygenase (ALOX15); Potency, µM (doses to about 57.1 µM), without a hit: top-dose activity change, negative = inhibition, most hits filed as inhibitors; AID 887; 74,000 compounds, 1.4% hits; purified 15hLO-1, xylenol orange hydroperoxide absorbance; also: potency is read from the fitted curve at half-maximal effect; % is scaled to controls: 0 for no effect and ±100 for the full control effect; nearly all actives have a fitted effect of over 55% in size
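Inhibition is scored from a chromogenic endpoint. After 15 min enzyme-compound contact, arachidonic acid (50 uM final) reacts 6 min with 40 nM 15hLO-1 at room temperature, then Fe-XO reagent is added for 30 min and absorbance ratio recorded.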
CRE Fsk mod – CRE-bla signaling modulation under forskolin stimulation; CHO CRE-bla reporter (cAMP response element driving beta-lactamase), forskolin EC10, beta-lactamase ratio; Potency, µM (top dose mostly 38.2 µM), without a hit: at the highest dose activity change, negative = inhibition, usual class: activators; 71,000 compounds, 2.5% hits; AID 662; active = well fitted activation curve with a large enough effect in the signal ratio, with a control signal flat, not every such curve was filed as active; inconclusive = small, poorly fitted or top-dose-only effect, or effect the other way, or a change in a side signal; the % refers to the signal ratio; also: potency is read from the fitted curve at half-maximal effect; % of control where 0% means no effect
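CRE-bla CHO cells stimulated with EC10 NKH 477 (water-soluble forskolin) and compound titrations, 3 h at 37C; beta-lactamase read with CCF4 after 2 h at room temperature. Activity from 460/530 nm emission ratio, AC50 values for positive or negative modulation.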
BRCT inh green – inhibitors of human BRCA1 BRCT-phosphoprotein interaction (green fluorophore) | 75,000 compounds, 0.05% hits | BRCA1 BRCT-phosphopeptide binding, green fluorescence polarization | Potency, µM (highest dose often 76.9 µM), inactives show at the highest dose activity change, negative = inhibition, usual class: inhibitors | P38398 | AID 875;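 also: potency is read from the fitted curve at half-maximal effect; plate controls were peptide without protein for full effect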
Target sequence (P38398 whole entry, looked up): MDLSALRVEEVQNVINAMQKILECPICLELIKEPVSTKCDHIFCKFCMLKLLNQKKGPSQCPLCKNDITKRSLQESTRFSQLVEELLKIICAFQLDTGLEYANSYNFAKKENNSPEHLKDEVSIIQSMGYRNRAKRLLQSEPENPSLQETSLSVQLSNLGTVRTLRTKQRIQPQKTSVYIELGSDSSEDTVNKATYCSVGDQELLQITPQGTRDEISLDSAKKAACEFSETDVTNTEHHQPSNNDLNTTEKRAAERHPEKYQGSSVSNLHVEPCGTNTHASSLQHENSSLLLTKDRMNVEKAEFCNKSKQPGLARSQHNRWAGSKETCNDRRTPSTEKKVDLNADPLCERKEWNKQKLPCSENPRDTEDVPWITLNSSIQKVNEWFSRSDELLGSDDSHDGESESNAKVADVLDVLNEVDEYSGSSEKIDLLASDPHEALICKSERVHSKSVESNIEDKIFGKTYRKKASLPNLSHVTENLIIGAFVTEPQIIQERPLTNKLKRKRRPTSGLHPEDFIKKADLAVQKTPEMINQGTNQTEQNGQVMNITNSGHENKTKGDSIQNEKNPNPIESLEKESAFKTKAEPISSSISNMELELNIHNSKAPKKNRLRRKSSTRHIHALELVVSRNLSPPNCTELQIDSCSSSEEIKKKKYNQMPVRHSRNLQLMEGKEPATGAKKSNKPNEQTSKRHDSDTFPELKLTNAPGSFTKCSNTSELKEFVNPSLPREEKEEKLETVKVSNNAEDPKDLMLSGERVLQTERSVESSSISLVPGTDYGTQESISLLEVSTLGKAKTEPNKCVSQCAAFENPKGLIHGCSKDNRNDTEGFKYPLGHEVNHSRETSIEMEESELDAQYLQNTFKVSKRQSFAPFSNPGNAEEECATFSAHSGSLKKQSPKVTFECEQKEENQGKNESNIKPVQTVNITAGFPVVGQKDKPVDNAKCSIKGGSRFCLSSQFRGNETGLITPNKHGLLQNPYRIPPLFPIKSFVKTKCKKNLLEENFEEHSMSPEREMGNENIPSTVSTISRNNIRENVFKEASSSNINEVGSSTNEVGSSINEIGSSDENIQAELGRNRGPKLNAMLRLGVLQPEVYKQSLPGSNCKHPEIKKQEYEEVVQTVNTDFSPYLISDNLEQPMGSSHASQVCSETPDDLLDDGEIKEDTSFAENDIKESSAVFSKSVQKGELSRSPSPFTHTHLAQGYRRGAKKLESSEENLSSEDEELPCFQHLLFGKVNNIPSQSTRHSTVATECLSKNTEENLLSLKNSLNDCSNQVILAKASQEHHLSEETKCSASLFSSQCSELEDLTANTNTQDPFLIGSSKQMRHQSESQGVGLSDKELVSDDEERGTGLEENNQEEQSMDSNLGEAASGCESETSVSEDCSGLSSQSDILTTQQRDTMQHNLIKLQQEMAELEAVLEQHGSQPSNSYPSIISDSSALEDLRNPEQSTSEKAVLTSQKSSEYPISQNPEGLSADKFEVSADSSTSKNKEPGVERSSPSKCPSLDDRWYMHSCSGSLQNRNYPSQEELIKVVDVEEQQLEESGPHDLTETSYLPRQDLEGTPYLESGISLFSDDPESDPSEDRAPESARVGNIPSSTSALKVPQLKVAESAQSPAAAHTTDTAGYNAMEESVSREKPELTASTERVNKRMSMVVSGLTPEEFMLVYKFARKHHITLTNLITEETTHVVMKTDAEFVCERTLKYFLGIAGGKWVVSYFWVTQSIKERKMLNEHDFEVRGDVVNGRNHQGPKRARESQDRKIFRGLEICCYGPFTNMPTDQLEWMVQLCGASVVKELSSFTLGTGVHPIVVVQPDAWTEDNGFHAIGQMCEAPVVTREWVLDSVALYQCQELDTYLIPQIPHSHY
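Compounds were incubated for 12 min at room temperature with a complex of 100 nM fluorescein-tagged pBACH1 decapeptide and 250 nM His-tagged BRCT protein. Buffer was phosphate pH 7.3 with EDTA, DTT and Tween 20. Disruption of binding lowers the polarization signal.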
HBB splicing – alters splicing of the hemoglobin beta chain. HBB splicing reporter cell assay, activation; EGFP reporter with mutant IVS2-654 intron; response scale: normalised to 500 nM splice-correcting PNA. Potency, µM (series often up to 46.1 µM), without a hit: top-dose activation, most hits filed as activators. 65,000 compounds, 0.06% hits. AID 925; also: potency is read from the fitted curve at half-maximal effect; 0% is about no effect
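Compounds were applied for 2 days to HeLa EGFP-654 cells, 500/well in Optimem with 2% FCS. The reporter's EGFP is disrupted by mis-splicing of beta-globin intron IVS2-654. Readout: summed well GFP fluorescence from 488 nm laser scanning; reference was 500 nM antisense […] 654 PNA.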
Hsp90 Hop PPI – changes Hsp90-Hop TPR2A binding signal, up or down; AlphaScreen TPR2A-His6 binding biotin-Hsp90 C-terminal peptide; Potency, µM (series often up to 57 µM), inactives show at the top dose activity change, negative = inhibition; 71,000 compounds, 0.44% hits; AID 595; active = well fitted curve in either direction with a large enough effect; inconclusive = small, poorly fitted or top-dose-only effect, or another doubt; also: potency is read from the fitted curve at half-maximal effect; % is scaled to controls: 0 for no effect and ±100 for the full control effect; many of its hits are not listed in these tables
BRCT PPI red – inhibitors of human BRCA1 BRCT-phosphoprotein interaction (red fluorophore). P38398. BRCT-phosphopeptide binding, red fluorescence polarization. Potency, µM (doses to about 76.9 µM), inactives show at the top dose activity change, negative = inhibition, usual class: inhibitors. 75,000 compounds, 0.03% hits. AID 892; also: % is scaled to controls: 0 for no effect and ±100 for the full control effect
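Fluorescence polarization: 100 nM His-tagged BRCA1 BRCT with 100 nM TAMRA-labelled phospho-BACH1 decapeptide, phosphate buffer pH 7.3 with 150 mM NaCl, DTT, 0.01% Tween 20; 12 min RT. Binding inhibition seen as FP decrease.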
Pol III holo inh – DNA polymerase III holoenzyme inhibition. reconstituted DNA polymerase III holoenzyme replication, biochemical. Potency, µM (series often up to 57.1 µM), for the others: at the top dose activity change, negative = inhibition. 71,000 compounds, 0.25% hits. AID 603; also: potency is read from the fitted curve at half-maximal effect; % is scaled to controls: 0 for no effect and ±100 for the full control effect
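Reconstituted *E. coli* holoenzyme (0.35 nM Pol III, 1 nM beta, 154 nM SSB, 2 nM primase) was preincubated with compound for 15 min at RT. Synthesis on 1.4 nM ssM13Gori ran 35 min, then was stopped with PicoGreen/EDTA and read as dsDNA fluorescence.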
Epigenetic mod – epigenetic modulators derepressing GFP locus in mouse cells. AID 597. 68,000 compounds, 0.09% hits. Potency, µM (titrated, usually from 46.1 µM), for the others: at the top dose GFP derepression (activation). mouse C127i GFP locus derepression, cytometry, 30 h; also: % of control where 0% means no effect
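Locus derepression in mouse mammary C127i cells whose integrated CMV-GFP reporter is normally silent; GFP expression after 30 h compound treatment was quantified by counting fluorescent cells.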
4-MU autofl – 4-MU region autofluorescence; compound autofluorescence, 340/450 nm, 4-MU equivalents; stronger effect = higher value; max dye-equivalent concentration, M; 59,000 compounds, 11% hits; in the data active = max dye-equivalent concentration above about 10 nM; inconclusive = mostly about 1.1 nM to 9.6 nM
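Intrinsic fluorescence at 340/450 nm (ex/em) was read after 15 min at room temperature in pH 8.0, 100 mM Tris. Each compound concentration expressed as 4-MU-equivalent concentration from a six-point 4-MU standard series on each plate.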
A350 fluor – compound fluoresces in the Alexa 350 spectral region; Compound autofluorescence, 340/450 nm, Alexa 350 dye-equivalents; stronger effect = higher value; max dye-equivalent concentration, M; 59,000 compounds, 11% hits; in the data active = max dye-equivalent concentration above about 10 nM; inconclusive = mostly about 1.1 nM to 9.6 nM
* marks the source's active call; other numbers are inactive results; i = inactive; ? = inconclusive; . = not tested or not shown; ! = repeats disagree; [ ] = remark or other dose. Unless noted, calls follow the shape of the dose curve; as a rule, active = well fitted curve in the direction sought with a large enough effect; inconclusive = small, poorly fitted or top-dose-only effect, or another doubt; inactive = no such curve, though single readings can be large; an effect the other way counts as inactive or inconclusive.

The line under a structure holds: Ub-GFP proteasome | 15-hLO inh | CRE Fsk mod | BRCT inh green | HBB splicing | Hsp90 Hop PPI | BRCT PPI red | Pol III holo inh | Epigenetic mod | 4-MU autofl | A350 fluor
- Cc1ccc(Cn2nnc3c(=O)n(CC(=O)NCc4ccco4)cnc32)cc1
→ 20% | 5% | ? | -1.3% | -0.7% | -6% | -1.7% | -9% | 2% | i | i
- CC(=O)Nc1ccc(S(=O)(=O)N2CCN=C2C)cc1
→ 1% | 2% | 1% | 0.2% | 1.8% | -3% | -2.0% | -1% | -3% | i | i
- CCC1CCCCN1CCCNC(=O)COc1cc(=O)n(C)c2ccccc12 (configuration not stated)
→ 15% | -2% | 4% | -3.0% | 15% | -1% | -2.6% | -2% | 1% | i | i
- COc1ccccc1-n1c(C)nnc1SCC(=O)Nc1cc(C)cc(C)c1
→ 3% | -21% | -16% | -5.2% | -3.9% | -2% | -0.4% | -2% | 1% | i | i
- O=C(NCc1ccccc1)c1cccc(OCC(=O)N2CCN(C(=O)c3ccco3)CC2)c1
→ 4% | 4% | -8% | -2.1% | -0.1%[57.5 µM] | -2% | -1.9% | 0% | 0% | i | i
- COC(=O)c1ccc(C(=O)OC)c(NS(=O)(=O)c2ccc(NC(C)=O)cc2)c1
→ 9%[9.17 µM] | -2%[11.4 µM] | ? | -0.1% | -2.1%[0.0738 µM] | -2%[11 µM] | -0.9% | 0%[11.4 µM] | 0% | . | .
- Cc1ccccc1Cn1cc(NC(=O)c2cc3nc(-c4ccco4)cc(C(F)(F)F)n3n2)cn1
→ -7% | ? | ? | 5.4% | -1.0% | -6% | 0.9% | 3% | 20% | ? | ?
- Cc1ccc(C(=O)N2CCN(S(C)(=O)=O)C2)cc1
→ 1% | 0% | -9% | -0.6% | -0.3%[57.5 µM] | -4% | 1.0% | -1% | -2% | i | i
- Cc1cccc(N2CCN(C(=O)C3CCN(S(=O)(=O)c4cnc[nH]4)CC3)CC2)c1C
→ 4% | -4% | -8% | 0.4% | -2.8% | 2% | 0.4% | -2% | 0% | i | i
- CC(C)OC(=O)c1c(N)sc2c1CCCC2
→ -13% | ? | -27% | 1.0% | -0.4% | -7% | 1.7% | -8% | -2% | i | i
- CN(Cc1ccco1)c1ncncc1-c1cccnc1
→ 3% | -8% | 3% | -2.7% | -0.3% | -8% | 0.2% | 1% | 3%[9.22 µM] | ? | ?
- COc1ccc(-c2nnc3ccc(SCC(=O)N4CCCCCC4)nn23)cc1OC
→ 10% | 0% | ? | 0.2% | -0.1% | -11% | -4.8% | -4% | . | . | .
- Cc1ccsc1CNn1cnnc1SCc1ccccc1F
→ 6% | ? | ? | -0.1% | -0.6% | -8% | -2.3% | -3% | -3% | i | i
- CCCC(=O)Nc1ccc2c(c1)nc1n2CCOC1
→ . | 12% | -9% | -1.1% | 3.6%[0.369 µM] | -2% | 0.5% | -6% | 2% | i | i
- CC1CCN(C(=O)CSc2nnc(Cc3ccccc3)o2)CC1
→ -6% | 5% | -2% | -2.2% | -1.8% | -4% | -0.3% | -7% | 0% | . | .
- CCCOc1ccc(/C(O)=C2/C(=O)C(=O)N(c3cc(C)on3)C2c2ccc(C(=O)OC)cc2)cc1 (configuration not stated)
→ -2% | 27% | 8% | 1.6% | 1.4%[57.5 µM] | -2% | -0.2% | -7% | -3% | ? | ?
- c1cncc(CNc2nc(-c3cccnc3)nc3ccccc23)c1
→ 2% | -24% | 6.3µM* | 1.0% | -0.1% | -5% | -2.9% | -10% | 2%[9.22 µM] | i | i
- COc1ccc(S(=O)(=O)N(Cc2cc3ccc(OC)cc3[nH]c2=O)CC2COCCO2)cc1 (configuration not stated)
→ -1% | -6% | -3% | -0.5% | -0.1% | -7% | -0.1% | -1% | -1% | i | ?
- COc1nc(Nc2ccc(OC)c(Cl)c2)nc(OC)n1
→ -1% | -4% | 10µM* | 0.9% | -1.4% | -1% | -0.9% | -4% | 6% | i | i
- CC(=O)c1c(COC(=O)c2ccncc2)nc2ccccc2[n+]1[O-]
→ 4% | 3% | 1% | -0.8% | 0.3% | -4% | 0.6% | -1% | 3% | i | i
- CCCCCC(=O)Nc1cc(N(C)C)nc2ccccc12
→ -20%[9.17 µM] | -19%[11.4 µM] | ? | -0.9% | -1.6%[0.0738 µM] | 0%[11 µM] | -0.7% | -4%[11.4 µM] | 0% | . | .
- Cc1ccc(S(=O)(=O)c2c(N)n(NC(=O)c3ccco3)c3nc4ccccc4nc23)cc1
→ 0% | -23% | ? | 1.5% | -0.4%[57.5 µM] | 5% | -1.9% | -3% | 0% | 9.4e-07M* | 1.3e-06M*
- O=C(O)c1cncc(C(=O)O)c1
→ 6%[9.17 µM] | -2%[11.4 µM] | ? | -0.8%[15.4 µM] | 1.3%[9.22 µM] | -1%[11 µM] | -0.3%[15.4 µM] | -5%[11.4 µM] | 0%[9.22 µM] | i | i
- O=C(NCc1cn2ccsc2n1)c1cccc(C(F)(F)F)c1
→ 13% | 6% | 1% | -3.2% | -0.1% | -1% | -1.3% | -3% | 0% | i | i
- CC(=O)Nc1ccccc1-c1nc2ccc(C(=O)N3CCN(c4ccccc4)CC3)cc2[nH]c1=O
→ -8% | 3% | 10% | -2.0% | -0.4% | -5%[2.3 µM] | -1.3% | -4% | . | . | .
- CSC1=NCCN1C(=O)Cc1ccc(Cl)cc1
→ -7% | 2% | 0% | -1.4% | -0.9% | ? | 0.7% | -4% | 0% | . | .
- CCOc1ccc2ccccc2c1C(=O)N1CCOCC1
→ 3% | 1% | -6% | -1.9% | 3.1% | -4% | -1.4% | 0% | 1% | i | i
- CCC1(CC)C(=O)C(C)(C)C(=O)OC1c1ccccn1 (configuration not stated)
→ -10% | 5% | 4% | -2.3% | -0.4% | -3% | -1.3% | -6% | 0% | i | i
- CCOC(=O)C1=C(C)OC(N)=C(C#N)C1c1c(C)nn(-c2ccc(C)cc2)c1Cl (configuration not stated)
→ 3% | -12% | 7% | -4.1% | . | -7% | -1.4% | -4% | -1% | i | i
- CCOc1ccc(CCNC(=O)CCc2nc(-c3ccc(C)cc3)no2)cc1OCC
→ -5% | -9% | 4% | -3.2% | 0.6% | 1% | -0.3% | -3% | -1% | i | i
- CC(C)=CCC/C(C)=C/CO
→ 2%[9.17 µM] | 7.9µM*! | 15%[7.6 µM] | -0.7%[15.4 µM] | 6.0%[9.22 µM] | -2%[11 µM] | -3.3%[15.4 µM] | 1%[11.4 µM] | 2%[9.22 µM] | i | i
- O=c1[nH]c(N2CCOCC2)nc2ncn(Cc3ccccc3)c12
→ -4% | 6% | 4% | 1.1% | -0.6% | -6% | 1.0% | 0% | 3% | i | i
- COc1ccc(NC(=O)CNCCC2=CCCCC2)cc1
→ 1% | 4% | -10% | -1.7% | 0.1% | -2% | -2.6% | -2% | 4% | i | i
- COc1cccc(NS(=O)(=O)c2c(C)cc(C)cc2C)c1
→ 12%[9.17 µM] | -29%[11.4 µM] | ? | 0.1% | -3.3%[0.0738 µM] | -2%[11 µM] | -1.7% | -5%[11.4 µM] | 2% | . | .
- CCc1ccc2oc(=O)cc(CN3CCCCC3C)c2c1 (configuration not stated)
→ -1% | 5% | 11% | 1.1% | -0.9%[57.5 µM] | 10% | 0.9% | -2% | 0% | ? | ?
- O=C(O)CCN1CCc2ccccc21
→ -4% | -19% | -6% | -0.2% | 0.0%[57.5 µM] | -4% | 0.2% | -5% | -2% | ? | ?
- C[C@H]1O[C@@H](O[C@H]2[C@@H](O)C[C@H](O[C@H]3[C@@H](O)C[C@H](O[C@H]4CC[C@@]5(C)[C@H](CC[C@@H]6[C@@H]5C[C@@H](O)[C@]5(C)[C@@H](C7=CC(=O)OC7)CC[C@]65O)C4)O[C@@H]3C)O[C@@H]2C)C[C@H](O)[C@@H]1O
→ . | 4% | -14% | -3.1% | -0.4% | -9% | -0.5% | -6% | . | . | .
- O=C(O)CCC(=O)N1CCc2cc(S(=O)(=O)NC3CCCC3)ccc21
→ -10% | 23% | ? | -2.6% | -4.1% | -2% | -0.4% | 0% | 2% | i | i
- COc1ccc(-c2nc3cnc(Nc4cccc(OC)c4)nc3n(C3CC3)c2=O)cc1
→ 12% | 2% | ? | -1.9% | 3.5% | 1% | 0.7% | -4% | 19%[9.22 µM] | i | ?

Compound activity from PubChem BioAssay.
